ARNT TACC3 PPI – disrupts binding between human ARNT and TACC3; actives 0.66% (n = 390,000); inhibition, % at 9.99 µM; Q9Y6A5; AID 623870; AlphaScreen His-ARNT PAS-B/GST-TACC3 binding, luminescence; TACC3 fragment carries E629A point mutation;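 active means mean inhibition of replicates at least 50% and at least half of replicates each reaching 50%; inconclusive means half or more replicates reach 50% but mean below 50%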;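 further: 0% = complete ARNT plus TACC3 wells and 100% = ARNT alone without TACC3; many hits fall short of the cut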
DENV2 CPE rescue – protects cells from dengue virus 2 cytopathic effect; CPE inhibition, % at 9.99 µM; DENV2-infected cells, cytopathic effect rescue, plate reader; AID 651640; actives 1.7% (n = 350,000); in the data active means CPE inhibition above about 20%, passing the limit was not always enough; inconclusive means no clear call, values can overlap the other calls; tested in BHK-21 cells;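 further: 0% = median of neutral control wells and 100% = median of positive control wells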
CFTR F508del cor – CFTR F508del correction in bronchial cells; CFBE cells, YFP halide quenching; stimulated with forskolin plus potentiator P3; % fluorescence drop versus neutral controls; activity (quench increase), % at 7.58 µM; actives 0.36% (n = 350,000);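 active means mean added fluorescence quench of at least 8% versus neutral control, with both replicates also reaching 8%; inconclusive means only one of the mean or replicate conditions met; inactive means mean below 8% and not both replicates reaching 8%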;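 further: cells transiently co-express mutant CFTR-F508del with the halide-sensitive YFP; corrector assay measuring rescue of mutant channel to the surface after 24 h compound exposure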
PAX8 reporter – lowers PAX8-driven luciferase in RMG-I cells; RMG-I TPO-luciferase reporter, SteadyGlo, 24 h; inhibition, % at 12.6 µM; actives 1.2% (n = 360,000); AID 652154;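 active means mean replicate inhibition at least 60% with every replicate also reaching 60%; inconclusive means only one of the two criteria is met; inactive means mean below 60% and not all replicates reaching 60%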;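 further: luciferase light reporting Pax8 driven TPO promoter activity; plate controls were median of neutral control wells for no effect and mitoxantrone controls for full effect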
ERp5 inh – blocks human ERp5 reductase activity on insulin; actives 0.05% (n = 350,000); Q15084; ERp5 insulin aggregation, absorbance 650 nm, 90 min; inhibition, % at 9.99 µM;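 active means mean replicate inhibition above about 25%, with every replicate also reaching it, limit read from the data, passing the limit was not always enough; inconclusive means only one of those two criteria met; inactive means neither criterion met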
Target sequence (Q15084 whole entry, looked up): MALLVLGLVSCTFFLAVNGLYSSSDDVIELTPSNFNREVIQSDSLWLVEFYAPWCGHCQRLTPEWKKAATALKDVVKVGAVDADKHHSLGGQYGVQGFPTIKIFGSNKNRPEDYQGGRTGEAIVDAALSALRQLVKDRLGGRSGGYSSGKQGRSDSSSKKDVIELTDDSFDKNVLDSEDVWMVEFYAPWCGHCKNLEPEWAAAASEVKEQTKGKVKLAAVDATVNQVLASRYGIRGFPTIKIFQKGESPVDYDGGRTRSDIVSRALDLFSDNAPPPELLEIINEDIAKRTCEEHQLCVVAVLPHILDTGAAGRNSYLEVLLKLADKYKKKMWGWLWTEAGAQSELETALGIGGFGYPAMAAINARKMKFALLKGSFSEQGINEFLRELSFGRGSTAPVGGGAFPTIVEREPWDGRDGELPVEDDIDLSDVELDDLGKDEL
XiGFP reactiv – reactivates the inactive X chromosome in mouse fibroblasts; XiGFP mouse fibroblasts, % GFP-positive cells imaging, 3 d; cells co-treated with 5-aza-dC sensitizer; scaled so ellipticine positive control = 100%; activation, % at 7.58 µM; actives 0.055% (n = 360,000); AID 743238;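 active means mean normalized replicate activation at least 10% and every replicate at or above 10%; inconclusive means only one of the two criteria met; inactive means mean below 10% and not all replicates reach 10%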;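 further: 0% = median of on-plate neutral control wells and 100% = ellipticine 6 µM median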
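Assay system: SV40-immortalized XiGFP fibroblast cells, line 68-5-11; buffer or medium: DMEM plus 5-aza-dC sensitizer; compound: one concentration, pinned; timing: compounds 3 days, fix/stain 15 min at room temperature; benchmarks: positive control ellipticine, 6 µM final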
INS-1E GSIS act – GLuc luminescence reporter in INS-1E cells, primary screen for activators of glucose-dependent secretion of insulin; actives 0.61% (n = 370,000); activation, % at 16.6 µM; INS-1E GLuc reporter insulin secretion, 2-3 h;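 active means lowest replicate activation of at least 40%, so every replicate reaches that level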;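 further: 0% = median of neutral control wells and 100% = median of IBMX positive control wells; some compounds called inactive have numbers as strong as hits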
EWS-Fli inh – EWS/Fli transcriptional activity inhibition; A673 NR0B1-luciferase reporter, viability-normalised; inhibition, % at 12.6 µM; actives 0.67% (n = 350,000); AID 651661;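 active means mean inhibition of at least 50% after viability correction, with every replicate also passing that limit; inconclusive means mean reaches 50% but only one of two replicates passes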;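 further: firefly luciferase signal divided by Alamar Blue viability fluorescence both relative to DMSO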
* hit, by the source's call; ? = inconclusive; / = not tested or not shown.

SMILES	ARNT TACC3 PPI	DENV2 CPE rescue	CFTR F508del cor	PAX8 reporter	ERp5 inh	XiGFP reactiv	INS-1E GSIS act	EWS-Fli inh
C[C@@H]1CCCCO[C@H](CN(C)S(=O)(=O)c2ccc(Cl)cc2)[C@@H](C)CN([C@H](C)CO)C(=O)c2cc(NC(=O)c3ccncc3)ccc2O1	-5.0	/	-2.7	-21.0	1.7	0.1	-0.9	-4.1
COc1cccc(-c2ccc(C3[C@@H]4CN(C(=O)c5ccc(F)cc5)C[C@H]3N4)cc2)c1 (some centres not stated)	/	-6.2	-0.4	13.0	-0.8	0.0	14.5	1.6
Cc1noc(C)c1NC(=O)Nc1ccc2c(c1)C(=O)N([C@@H](C)CO)C[C@@H](C)[C@@H](CN(C)S(=O)(=O)c1c(C)noc1C)OCCCC[C@@H](C)O2	-2.0	-6.9	2.8	3.9	7.4	0.1	0.7	-15.7
O=C(CCN1C(=O)COc2ccccc21)NCCN1CCOCC1	21.9	7.9	-1.8	/	-2.0	/	6.1	2.7
CCn1c(CS(=O)Cc2ccc(Cl)cc2Cl)nnc1SCc1c(Cl)cccc1Cl (configuration not stated)	-6.2	/	0.6	/	-4.3	/	/	4.0
CN(C)C(=O)c1cccc(-c2ccc3c(c2)[C@@H]2[C@@H](CCN2C(=O)C2CCOCC2)[C@H](CO)N3)c1	1.6	-3.0	-1.7	-0.9	-5.7	0.3	-1.7	5.4
CCCNC(=O)C[C@@H]1C[C@H]2c3cc(NC(=O)Nc4ccccc4)ccc3O[C@H]2[C@H](CO)O1	-1.7	-0.4	-2.2	8.7	/	0.1	-7.7	5.5
CCc1nnc(N/N=C/c2cc(C)c(C)cc2C)n1N	1.8	-0.4	/	-12.5	-6.7	-0.1	8.3	-15.4
COc1ccnc(Nc2cccc(C)c2)c1C#N	-98.9	1.6	-1.4	/	7.3	/	-4.2	7.1
COCC#Cc1ccc(CC[C@H]2O[C@H]3CC[C@H](CO)O[C@H]3C[C@@H]2n2cc(C3CC3)nn2)cc1	/	-2.8	0.4	/	-1.5	/	/	-2.4
c1ccc(CCC2CCCCN2Cc2nc(C3CC3)no2)cc1 (configuration not stated)	7.6	/	1.0	-14.8	4.6	0.1	1.6	7.3
Cc1sc2ncnc(NC3CCN(Cc4ccccc4)CC3)c2c1C	3.2	9.5	3.8	22.6	3.5	0.1	3.6	17.3
C[C@@H]1CCCCO[C@@H](CN(C)Cc2ccc(C(F)(F)F)cc2)[C@H](C)CN([C@@H](C)CO)C(=O)c2cc(NC(=O)C3CCCCC3)ccc2O1	23.4	11.0	-3.0	2.4	/	0.0	-2.2	7.3
CN1C(=O)c2cc(NC(=O)C3CCOCC3)ccc2OC[C@H]2O[C@H](CC(=O)NCC3CCCCC3)CC[C@H]21	2.3	-0.8	/	-6.4	-0.2	0.0	-1.5	-0.4
C[C@@H]1CN([C@H](C)CO)S(=O)(=O)c2ccc(C3=CCCCC3)cc2O[C@@H]1CN(C)C(=O)Cc1cccnc1	3.8	-5.1	-1.8	/	-7.0	-0.8	-3.8	9.1
O=C(C[C@@H]1C[C@H]2c3cc(NC(=O)c4ccc5c(c4)OCO5)ccc3O[C@H]2[C@H](CO)O1)NC1CCCC1	-4.6	7.4	-3.7	12.2	-1.7	0.1	-27.3	7.9
Cc1noc(C)c1NC(=O)N(C)C[C@H]1Oc2ccc(NC(=O)c3ccncc3)cc2C(=O)N([C@@H](C)CO)C[C@H]1C	-0.3	-8.5	1.5	/	-5.4	-0.1	-10.8	-0.2
COC(=O)CN1C(=O)N/C(=C/c2ccccc2OC)C1=O	8.9	4.6	0.0	-10.2	6.4	0.1	/	-6.4
O=c1nc(-c2ccccc2)n(-c2ccccc2)[nH]1	-2.0	/	/	2.6	/	0.0	-2.6	/
COc1ccc2nc3cc(Cl)ccc3c(C#N)c2c1	-3.1	15.7	-0.4	18.9	6.6	2.1	/	-4.4
CNC(=O)c1c(NC(=O)c2ccc(S(=O)(=O)N3CCCCC3)cc2)sc2c1CCN(C(C)C)C2	-7.6	-4.7	0.2	/	3.3	0.1	-25.2	5.8
COc1ccccc1CNC(=O)C[C@H]1C[C@H]2c3cc(NC(=O)c4cccnc4)ccc3O[C@H]2[C@@H](CO)O1	-4.4	4.4	-2.7	-4.5	2.9	0.0	17.1	5.6
COc1cc(NC(=O)COc2ccc(C)c(C)c2)ccc1NC(=O)c1ccco1	-4.8	2.8	-3.1	-5.9	-5.6	0.0	-4.0	/
Cc1ccc(S(=O)(=O)N2[C@@H](c3ccc(C(C)(C)C)cc3)C(C(=O)O)=CC[C@H]2c2ccc(Cl)c(Cl)c2)cc1	-1.9	-4.6	3.8	9.3	-2.7	0.1	-29.9	-0.8
COc1ccccc1NS(=O)(=O)c1cc(NC(=O)CCC2CCCC2)ccc1N1CCOCC1	-0.2	3.1	-3.5	27.8	0.2	0.0	-16.0	3.8
C=C(C)CN(Cc1ccccc1)C(=S)Nc1ccccc1	-2.5	6.2	0.8	-4.1	1.6	0.0	-19.4	9.5
C=CCCN1[C@@H](Cc2ccccc2)COc2ccccc2S1(=O)=O	/	1.9	-1.0	-16.8	-1.9	0.1	15.8	7.9
COc1cc(SC)ccc1C(=O)OCC(=O)NCC(C)C	/	/	1.7	21.0	-3.4	-0.7	13.2	2.9
Cc1cc(C)c(C)c(OCCNCc2ccccc2)c1	-2.3	-4.9	2.2	22.6	5.3	0.1	-17.9	14.8
COC(=O)[C@]12C[C@H](CC(=O)NCCC(C)C)C(=O)N(Cc3ccc4c(c3)OCO4)C1=C[C@H](COCc1ccccc1)O[C@@H]2C	/	-7.9	1.4	1.0	-2.3	0.0	/	-5.3
COc1ccccc1NC(=O)NNC(=O)COc1ccc2ccccc2c1	-0.1	2.5	-0.1	38.0	-9.2	0.2	13.0	-4.7
NC(=O)c1ccc2nc(-c3ccccc3)c(-c3ccccc3)nc2c1	-1.9	3.9	-0.6	-5.1	-0.5	0.3	31.2	5.4
CC(=O)C1CCC2C3CC(C)C4(O)CC(=O)CCC4(C)C3C(O)CC12C (configuration not stated)	-6.3	6.5	0.0	3.5	1.6	0.2	-0.3	8.5
C[C@@H]1CN([C@H](C)CO)C(=O)c2c(c3ccccc3n2C)-c2ccccc2CO[C@@H]1CN(C)Cc1cccc2c1OCCCO2	/	28.0*	3.3	-7.6	7.9	-0.4	-14.0	5.3
CC(C)NC(=O)N1C[C@H]2[C@@H](c3ccccc31)[C@H](CO)N2C(=O)c1ccccc1F	-1.9	-10.0	-2.5	-9.2	1.7	0.3	7.9	-7.6
CN(C)/C=C/C(=O)c1ccc([N+](=O)[O-])c(CS(=O)(=O)c2ccc(Cl)cc2)c1	-0.4	-0.1	0.4	18.0	5.0	0.0	-9.1	7.7
COc1ccccc1Nc1nc(N)nc(CSc2nccn2C)n1	-10.4	-2.7	0.0	-12.0	3.3	0.2	-6.2	-13.3
Cc1ccc(S(=O)(=O)N2CCOCC2)cc1NC(=O)COc1ccc(-c2nnco2)cc1	2.3	4.2	0.6	0.7	2.8	0.4	-3.5	1.8
CCC(=O)Nc1ccc2c(c1)C(=O)N(C)[C@H]1CC[C@H](CC(=O)NCCc3ccccc3)O[C@H]1CO2	1.9	-3.4	-0.4	6.3	-3.1	0.4	0.9	0.5
CCc1cccc(N=c2c([N+](=O)[O-])nn(-c3ccc(Cl)cc3)n2O)c1	6.5	-2.4	1.3	/	-4.2	/	-24.3	6.0
O=C(CCCOc1ccccc1)Nc1cc(S(=O)(=O)N2CCOCC2)ccc1N1CCOCC1	/	-4.6	0.5	7.3	5.0	0.0	-1.9	9.6
C[C@H]1CN([C@@H](C)CO)C(=O)c2cc(NS(=O)(=O)c3ccc(F)cc3)ccc2O[C@@H]1CN(C)Cc1ccc2c(c1)OCO2	-10.1	-2.3	-0.3	-21.1	9.8	-0.1	-6.7	1.4
O=C(O)[C@@H]1CCCN1C(=O)CCc1c[nH]c2ccccc12	-7.9	-2.5	-1.0	-11.0	-1.9	0.0	2.3	18.2
COC(=O)c1cc(CNC(=O)c2ccccc2OCc2c(C)noc2C)ccc1OC	-11.1	0.7	1.2	-5.2	-17.4	0.0	-3.4	0.1
C/C(Cn1cnc([N+](=O)[O-])n1)=N/NC(=O)COc1c(Cl)cc(Cl)cc1Cl	1.1	4.6	0.0	-13.2	3.2	-0.1	-4.8	-30.1
O=C(c1cc(=O)[nH]c2ccccc12)N(Cc1nnc(-c2ccccc2Cl)o1)C1CC1	-5.0	-5.0	-2.1	5.1	3.4	0.0	-1.4	-19.1
Cn1c(N2CCOCC2)c(C=O)c2ccccc21	-6.8	-3.8	3.3	10.2	3.1	0.0	-0.2	-13.3
N#C[C@H]1[C@H](c2ccccc2)[C@@H](CO)N1S(=O)(=O)c1ccc(-c2ccccc2)cc1	1.7	-9.6	3.7	34.2	2.2	-0.1	3.0	6.7
CCc1nc2ccc(C(=O)NCCNC(C)=O)cn2c1N(CCC(C)C)CCN(C)C	/	1.2	-0.7	0.6	8.8	0.0	8.7	-5.4
CC(=O)N1CC[C@@H]2[C@@H](CO)N(C)c3ccc(-c4ccc(C#N)cc4)cc3[C@@H]21	-27.3	?	1.8	-7.0	-1.6	0.0	2.5	0.8
Cc1sc2ncnc(N3CCC(C(=O)Nc4nnc(SCc5ccccc5F)s4)CC3)c2c1C	/	-2.9	-0.9	-2.2	1.5	0.0	4.6	-0.1
Cc1ccc(COc2ccc(C(=O)NN)cc2)cc1	0.5	17.8	0.0	-36.9	-7.5	0.0	1.7	-38.7
C=CCn1c(SCC(=O)Nc2cccnc2Cl)nnc1-c1ccc(C(C)(C)C)cc1	-0.5	/	/	13.7	/	-0.1	-17.2	/
O=C([C@H]1[C@H](CO)[C@H]2Cn3c(ccc(C4=CCCC4)c3=O)[C@H]2N1CC1CC1)N1CCCCC1	-1.5	-1.3	/	-7.0	-7.5	0.4	-0.5	0.3
COCCN(C(=S)Nc1cccc(C)c1)C(C)c1cccs1 (configuration not stated)	-10.7	30.4*	/	8.4	9.0	0.1	-15.7	6.0
CCOC(=O)c1ccc(Oc2cc(C)nc(Cl)n2)cc1	-0.3	-4.9	3.0	-31.6	1.0	0.3	6.7	-3.9
CN(C(=O)c1cccc(NC(=O)Cc2ccc(NC(=O)C3CCN(S(=O)(=O)c4cccc([N+](=O)[O-])c4)CC3)cc2)c1)C1CCC1	-1.7	-2.2	-0.8	0.9	2.1	-0.1	3.9	-0.2
O=C(C1CCCO1)N1CCN(C(=S)Nc2ccc(F)cc2)CC1 (configuration not stated)	-1.8	2.0	/	9.9	8.1	0.3	19.7	-3.8
N#CC1(NC(=O)CSc2nc3ncc(Cl)cc3[nH]2)CCCCC1	0.5	-2.2	0.9	17.3	4.6	-0.1	10.9	-6.8
CCN(CC)S(=O)(=O)c1ccc(NS(=O)(=O)c2ccc(OC)c([N+](=O)[O-])c2)cc1	11.0	1.3	/	18.7	-4.7	0.0	36.1	11.6

High-throughput results as filed in PubChem.
